Bioassay records (PubChem)
S3 lipid droplet – qHTS Assay for Lipid Storage Modulators in Drosophila S3 Cells. Drosophila S3 cells, BODIPY lipid droplet fluorescence, 18-24 h; cells fed with added oleic acid. AID 2685, 2010. Potency in µM for hits, for the others lipid storage change, negative = inhibition, % at the top dose, mostly 46.1 µM. 0.64% of 320,000 active; active = well fitted inhibition curve with a large enough effect in the signal ratio, with a control signal flat, not every such curve was filed as active; inconclusive = small, poorly fitted or top-dose-only effect, or effect the other way, or a change in a side signal; the % refers to the signal ratio
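Drosophila S3 cells loaded with oleic acid (400 uM, as added) and compounds at several concentrations; lipid droplets imaged by 488-nm laser-scanning cytometry, 500–530 nm intensity and object ratio to cell channel. Percent activity normalized to 20 uM Triacsin C.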
S3 lipid droplet cell count max – second read-out of S3 lipid droplet, no call of its own (marks repeat the call); cell number change, %; measured here: cell count max response;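 cells counted by Cell Tracker Red CMTPX staining in the red channel; peak over a dose series mostly up to 46.1 µM; percent activity relative to internal control wells on each plate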
Starred values were filed as active, the others as inactive; i = inactive; ? = inconclusive; · = not tested or not shown. % is scaled to controls: 0 for no effect and ±100 for the full control effect; potency is read from the fitted curve at half-maximal effect. The list is partial (hit frequency here may not be typical).

SMILES	S3 lipid droplet	S3 lipid droplet cell count max
COc1ccc(/C=C2/C(=O)N(c3cccc(F)c3)N=C2C)c(OC)c1	?	·
CCC1CCCCN1C(=O)c1ccc(OC2CCN(C(=O)CCOC)CC2)cc1 (centres undefined)	?	·
Cc1ccnc(NS(=O)(=O)c2cccs2)c1	?	·
CCOC(=O)Cn1c(=O)oc2cc(S(=O)(=O)NCCCc3ccccc3)ccc21	i	·
CCCCN(C(=O)NCCCCCCNC(=O)N(CCCC)C1CCS(=O)(=O)C1)C1CCS(=O)(=O)C1 (centres undefined)	i	0
O=C1CC(N2CCN(c3ccc(O)cc3)CC2)C(=O)N1c1ccc2c(c1)OCO2 (centres undefined)	?	·
COc1ccc2[nH]c(CN3CCN(CC=C(C)C)C(CCO)C3)c(C)c2c1 (centres undefined)	?	·
O=S(=O)(O)c1ccc(N=NNc2ccc(Br)cc2)cc1	5%	6
COc1cccc(CNC(=O)N2CCN(c3ccccc3)CC2)c1	?	·
O=C(/C=C/c1c(F)cccc1Cl)Nc1ccncc1	?	·
Cc1cccc(NC(=O)c2nc[nH]c2C(=O)N[C@@H](CC(C)C)C(=O)OC(C)(C)C)c1	?	·
CCOC(=O)c1cnn(-c2ccccc2)c1NC(=O)CN1CCCCC1	?	·
N/C(=N\OC(=O)Oc1ccccc1)c1ccc(Cl)cc1	i	·
O=C(O)CC1(CC(=O)Nc2ccc(F)c(Cl)c2)CCCCC1	-10%	18
Cc1ccccc1C(=O)Nc1nncs1	?	·
Cc1ccc(Oc2cnn(-c3ccccc3)c(=O)c2Br)cc1	?	·
CCC(C)N(C(=O)c1csnn1)C(C(=O)NCc1ccc(F)cc1)c1ccccc1 (centres undefined)	i	21
CC(=O)C1=C(O)C(=O)N(c2ccc(Br)cc2)C1c1ccccc1[N+](=O)[O-] (centres undefined)	2%	24
COc1ccc2nc(-n3c(O)c(C4=c5ccccc5=NC4=O)[nH]c3=S)sc2c1	-14%	-11
COC(=O)c1sccc1Oc1ccc(F)cc1[N+](=O)[O-]	?	·
Cc1ccc(CNc2ccc(O)cc2)cc1	i	·
CS(=O)(=O)c1cnc(-c2ccccc2)nc1Oc1ccc(Cl)cc1	i	·
CCOC(=O)C1CCN(S(=O)(=O)c2ccc3c(ccn3C)c2)CC1	i	-2
O=C1CC(NNC(=O)c2cccc(F)c2)C(=O)N1 (centres undefined)	1%	0
CCc1cccc(NC(=O)CN(c2ccc(C)cc2)S(=O)(=O)c2c(C)noc2C)c1	?	·
O=C(COc1ccccc1Br)NCCc1nc2ccccc2[nH]1	?	·
Cn1c(CSc2nc3ccccc3s2)nnc1SCC(=O)NCCCN1CCOCC1	-4%	8
CC1CN(Cc2ccccc2Cl)CC(C)O1 (centres undefined)	?	·
CCOC(=O)/C(C#N)=C1\CCCN1CC(N)=S	9%	18
CCCCNS(=O)(=O)c1ccc(NC(=O)C2c3ccccc3Oc3ccccc32)cc1	?	·

Quoted from the results shown, 16 compounds:
SMILES	S3 lipid droplet	S3 lipid droplet cell count max
Cc1ccccc1C(=O)Nc1nncs1	?	·
Cc1ccc(Oc2cnn(-c3ccccc3)c(=O)c2Br)cc1	?	·
CCC(C)N(C(=O)c1csnn1)C(C(=O)NCc1ccc(F)cc1)c1ccccc1 (centres undefined)	i	21
CC(=O)C1=C(O)C(=O)N(c2ccc(Br)cc2)C1c1ccccc1[N+](=O)[O-] (centres undefined)	2%	24
COc1ccc2nc(-n3c(O)c(C4=c5ccccc5=NC4=O)[nH]c3=S)sc2c1	-14%	-11
COC(=O)c1sccc1Oc1ccc(F)cc1[N+](=O)[O-]	?	·
Cc1ccc(CNc2ccc(O)cc2)cc1	i	·
CS(=O)(=O)c1cnc(-c2ccccc2)nc1Oc1ccc(Cl)cc1	i	·
CCOC(=O)C1CCN(S(=O)(=O)c2ccc3c(ccn3C)c2)CC1	i	-2
O=C1CC(NNC(=O)c2cccc(F)c2)C(=O)N1 (centres undefined)	1%	0
CCc1cccc(NC(=O)CN(c2ccc(C)cc2)S(=O)(=O)c2c(C)noc2C)c1	?	·
O=C(COc1ccccc1Br)NCCc1nc2ccccc2[nH]1	?	·
Cn1c(CSc2nc3ccccc3s2)nnc1SCC(=O)NCCCN1CCOCC1	-4%	8
CC1CN(Cc2ccccc2Cl)CC(C)O1 (centres undefined)	?	·
CCOC(=O)/C(C#N)=C1\CCCN1CC(N)=S	9%	18
CCCCNS(=O)(=O)c1ccc(NC(=O)C2c3ccccc3Oc3ccccc32)cc1	?	·

The results go on.
SMILES	S3 lipid droplet	S3 lipid droplet cell count max
COc1cc(C)nc(NC(=O)NC(=O)c2ccc(C(F)(F)F)cc2)n1	?	·
C/C(Cc1ccccc1)=N\NC(=O)CNC(=O)COc1ccccc1	-19%	12
C=CCN(CC=C)CCCOc1ccccc1C(=O)OC	?	·
Cc1cc(C)n(CCNS(=O)(=O)c2ccccc2)n1	i	30
CN(CCCN1CCOCC1)C(=O)c1cc(COc2ccc(F)cc2F)on1	?	·
Cc1cc(=O)n2c(C(=O)Nc3ccc(C(=O)OC(C)C)cc3)c(C(=O)Nc3ccccc3)sc2n1	?	·
CC1CC(C)CN(CCCNC(=O)CN2C(=O)COc3ccc(S(=O)(=O)N4CCOCC4)cc32)C1 (centres undefined)	2%	5
CCN(CC)c1ccc(NC(=O)Cn2c(C(C)NC(=O)c3ccccc3)nc3ccccc32)cc1 (centres undefined)	15%	-2
O=C1c2ccccc2S(=O)(=O)N1CCS(=O)(=O)c1ccc(F)cc1	?	·
O=C(Cn1[nH]c(=O)c2ccccc2c1=O)OCC(=O)N1CCCc2ccccc21	-5%	-1
CSC1=NCCN1C(=O)c1ccc(Br)o1	?	·
CCC(=O)Nc1cc(C(C)C)c(O)cc1C	?	·
C(=N\N1CCN(C(c2ccccc2)c2ccccc2)CC1)/c1ccc2c(c1)OCO2	7%	-1
Nc1nnc(SCC(=O)Nc2cccc(Cl)c2)s1	?	·
COc1ccc(C(=O)NCC(=O)OCc2ccc([N+](=O)[O-])cc2)cc1	i	·
Cc1cc2c(cc1S(=O)(=O)CCC(=O)NC1CCC(C)CC1)OCC(=O)N2 (centres undefined)	?	·
CC(=O)Nc1ccc(N/C=C(\C=O)c2nc3ccccc3o2)cc1	9%	11
COc1ccccc1CNC(=O)COC(=O)c1cnccn1	?	·
CC(C)OC(=O)Nc1ccc2c(c1)N(C(=O)CCN1CCN(CCO)CC1)c1ccccc1CC2	?	·
COc1cccc(CNC(=O)CCCn2c(=S)[nH]c3cc4c(cc3c2=O)OCO4)c1	i	21
CCOC(=O)C1=C(N)OC2=C(C(=O)CC(C)C2)C1c1cccnc1 (centres undefined)	?	·
Nc1cc(CN2C(=O)c3ccccc3C2=O)cc(Cl)c1O	i	·
O=C(NNC(=O)c1ccccc1O)c1ccc(S(=O)(=O)Nc2ccccc2)cc1	?	·
O=c1c2c3c(sc2ncn1Cc1ccc(F)cc1)CCC3	?	·
Nc1c(Cl)cc(C2=NCCn3nc4ccccc4c32)cc1Cl	?	·
CC(Sc1ncccn1)C(=O)N1CCc2ccccc21 (centres undefined)	?	·
Cc1ccc(C(=O)Nn2cnnc2)c(Cl)c1	i	15
COc1ccc(NC(=O)CCC(=O)N/N=C/c2ccncc2)cc1	8%	4
O=C1CCc2cc(S(=O)(=O)N3CCCCC3)cc3c2N1CC3	?	·
CCCCN(C(=O)c1cc(OC)c(OC)c(OC)c1)C1=CC2CCC(C1)N2C (centres undefined)	-10%	-4
Cc1ccc(C(=O)N/C(=C/C=C\c2ccccc2)C(=O)NCc2ccco2)cc1	-3%	2
O=C(CCS(=O)(=O)c1cccc2nonc12)NC1CCCCCC1	?	·
O=c1[nH]c(CN2CCN(S(=O)(=O)c3ccc(Cl)cc3)CC2)nc2cc(Cl)ccc12	23%	2
Cc1ccc(-c2cnc3ccccc3n2)cc1C	?	·
COC(=O)N/N=C1\CCCc2ccccc21	?	·
COc1ccc(NC(=O)CSc2n[nH]c(C)c2[N+](=O)[O-])cc1	?	·
Cc1cc(C)n2[nH]c(=O)c(N=Nc3ccc(S(N)(=O)=O)cc3)c2n1	?	·
Cc1ccc(NCc2n[nH]c(=S)n2-c2ccccc2)c(C)c1	?	·
COc1ccccc1-c1ccc(SCc2cccc(F)c2)nn1	?	·
Cc1ccc2ccc(C(Nc3ccccn3)c3ccccc3)c(O)c2n1 (centres undefined)	?	·
CCCCn1c(SCC(=O)N2CCCc3ccccc32)nc2c1c(=O)n(C)c(=O)n2C	?	·
COc1ccccc1N1CCN(C(=O)CSc2nc3ccccc3nc2N2CCCCC2)CC1	?	·
COC(=O)C1=C(C)N(CCc2cc(OC)c(OC)c(OC)c2)C(=O)N[C@H]1c1ccc(Br)cc1	16%	-1
CC1CCC2(CC1)NC(=O)N(CC(=O)Nc1ccc3c(c1)CCC3)C2=O (centres undefined)	13%	-1
CCOC(=O)C1C(=O)NCC1c1ccccc1 (centres undefined)	?	·
CC(=O)Nc1cc(C(=O)NCc2ccco2)ccc1Sc1ccc(F)cc1	4%	-18
CCCN(CC(=O)Nc1ccccc1OC)C(=O)c1ccc2c(c1)NC(=O)C(C)S2 (centres undefined)	3%	-6
O=C(Cn1cnc2c(nnn2Cc2ccccc2)c1=O)NCc1ccccc1Cl	?	·
COc1ccc(C(=O)OC(COc2ccccc2)Cn2ccnc2)cc1 (centres undefined)	-1%	-17
CCCCC1CC(/C(C)=N/NC(N)=O)OC1=O (centres undefined)	?	·

2 entries from above, reformatted.
canonical_smiles,S3 lipid droplet,S3 lipid droplet cell count max
CC(=O)Nc1cc(C(=O)NCc2ccco2)ccc1Sc1ccc(F)cc1,4%,-18
CCCN(CC(=O)Nc1ccccc1OC)C(=O)c1ccc2c(c1)NC(=O)C(C)S2 (centres undefined),3%,-6

Remaining list, next part
SMILES	S3 lipid droplet	S3 lipid droplet cell count max
CC(C)C(NS(=O)(=O)c1ccc2c3c(cccc13)C(=O)N2)C(=O)O (centres undefined)	7%	16
CCCCNC(=O)NCc1cnn(C)c1C	0%	-10
C=CCSc1nc2sc3c(c2c(=O)n1-c1ccccc1)CCN(C)C3	?	·
Nc1nonc1-n1nnc(C(=O)N/N=C/c2ccc(Br)cc2)c1-c1ccc2c(c1)OCO2	i	-18
Cc1ccc(S(=O)(=O)N(CC(=O)N2CCOCC2)C2CCCCC2)cc1	?	·
Cc1ccc([N+](=O)[O-])cc1-c1[nH]c(-c2ccc(O)c(O)c2)nc1-c1ccccc1	?	·
Fc1ccc(C2=Nn3c(nnc3-c3n[nH]c4c3CCC4)SC2)cc1	9%	·
CS(=O)(=O)N(CC(=O)O)c1cccc(Cl)c1	?	·
CCC1(c2ccc(F)cc2)NC(=O)N(CC(=O)Nc2cc(S(=O)(=O)N(C)C)ccc2Cl)C1=O (centres undefined)	-23%	-16
CCCCC(=O)Nc1nc2c(OC)cc([N+](=O)[O-])cc2s1	i	·
Cc1cc(C(=O)NCC(c2ccco2)N2CCCC2)c2ccccc2n1 (centres undefined)	?	·
Fc1ccc(N2CCN(Cc3cnc(Oc4ccc(Br)cc4)s3)CC2)cc1	?	·
O=C(c1cccs1)N1CCN(Cc2cccnc2)CC1	?	·
O=C(OCC(=O)N1CCCc2ccccc21)c1cc(S(=O)(=O)N2CCOCC2)ccc1O	?	·
CS(=O)(=O)c1ccc(C(=O)N2CCN(C(=O)c3ccco3)CC2)cc1	?	·
CC(C)C(=O)Nc1cccc(C(=O)Nc2nnc(C(C)C)s2)c1	13%	-5
O=Cc1cccn1-c1c(C(=O)O)cnn1-c1ccccc1	?	·
CCC(C)(C)C(=O)Nc1ccc(C(N)=O)cc1	?	·
O=C(c1cc(COc2cccc(C(F)(F)F)c2)on1)N1CCC(c2ccncc2)CC1	?	·
CN(C)S(=O)(=O)c1cc(C(=O)O)c(NC2CCCCC2)cc1Cl	?	·
Cc1ccc(CNC(=O)Cn2ccc3cc(S(=O)(=O)N4CCCC4)ccc32)o1	-4%	-15
CN(C)CCNS(=O)(=O)c1ccc(N2CCN(c3ccc(F)cc3)CC2)c([N+](=O)[O-])c1	0%	3
CN(C)CCCN(C(=O)c1ccc(C(=O)c2ccccc2)cc1)c1nc2c(F)cccc2s1	i	8
O=C1OC(c2ccc3c(c2)OCO3)=N/C1=C\c1ccc(C(=O)O)cc1	?	·
CCOC(=O)N1CCN(C(=O)CSCc2ccc(Br)cc2)CC1	i	2
CN(Cc1ccccc1)C(=O)C1CCCN1S(=O)(=O)c1ccc(Cl)cc1 (centres undefined)	?	·
O=C(Nc1nnc(S(=O)(=O)N2CCOCC2)s1)c1ccccc1Cl	-5%	0
COC(=O)c1c(-c2ccc(OC)cc2)oc2ccc(-c3ccc(OC)nc3)cc12	?	·
COC(=O)C1=CN(c2cc(C)cc(C)c2)C=C(C(=O)OC)C1c1cccc(F)c1	?	·
COC(=O)c1ccc(C(=O)OC)c(NC(=O)CSCc2ccc(Br)cc2)c1	-14%	11
Cc1ccc(C)c2nc3sc(C(=O)N4CCOCC4)c(N)c3cc12	-10%	3
CC(C)CC(C(=O)NCC1CCCO1)N(C(=O)Cn1nnc(-c2ccc(F)cc2)n1)c1cccc(C(F)(F)F)c1 (centres undefined)	?	·
O=C1NC(=O)/C(=C\c2ccc(Oc3ccc([N+](=O)[O-])cn3)cc2)S1	7%	14
COc1ccc(NS(=O)(=O)c2cccc(NC(=O)COc3ccc(OC)cc3)c2)cc1	?	·
CCOC(=O)c1cn(Cc2cccc(C)c2)nn1	?	·
CC(=O)Nc1ccc(Oc2ccc([N+](=O)[O-])cc2Cl)cc1	?	·
O=C(NCCCN1CCOCC1)c1ccc(Cl)cc1[N+](=O)[O-]	?	·
CCCc1ncc(C(O)c2cccc(OC)c2)n1C (centres undefined)	?	·
Cc1cc(N)ccc1NC(=O)CN1CCCC1	?	·
COc1ccc(S(=O)(=O)NCc2c(-c3ccccc3)noc2C)c(OC)c1	-10%	6
